Screens: PubChem BioAssay, several laboratories
MsrA inhibitor: bovine MsrA inhibition; purified bovine MsrA, absorbance read-out; inhibition, % at 15.5 µM; 360,000 compounds, 0.75% hits; AID 651718; in the data active = inhibition above about 4.5%;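 note: 0% = vehicle wells with enzyme and 100% = reference inhibitor wells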
NadD inh: NadD (S. aureus) enzyme inhibition; purified NadD enzyme, colorimetric absorbance read-out; inhibition, % at 20 µM; 360,000 compounds, 0.78% hits; AID 602399; in the data active = inhibition above about 26%; note: some compounds past the cut are filed as inactive
DNMT1 block: inhibitors of human DNMT1. 360,000 compounds, 0.83% hits. P26358. DNMT1 molecular beacon, Hinp1I cleavage, fluorescence. inhibition (reported as % activation of signal), % at 10 µM; in the data active = inhibition above about 50%
Rpn11 block: inhibitors of human proteasome Rpn11 | 360,000 compounds, 0.59% hits | AID 588493 | human 26S proteasome, Ub4-pepOG fluorescence polarization; 20S core pre-blocked with epoxomicin | O00487 | calls only at 20 µM;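 active = inhibition at 20 µM, scaled to each plate's controls, above about 33%, limit read from the data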
STEP inh: inhibitors of human striatal-enriched phosphatase STEP; 360,000 compounds, 0.25% hits; P54829; inhibition, % at 20 µM; recombinant STEP, OMFP fluorogenic substrate, fluorescence;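 active = inhibition at 20 µM, scaled per plate between control wells, above about 37%, limit read from the data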;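 note: 0% = DMSO with enzyme and substrate and 100% = substrate only without enzyme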
Target sequence (P54829 whole entry, looked up): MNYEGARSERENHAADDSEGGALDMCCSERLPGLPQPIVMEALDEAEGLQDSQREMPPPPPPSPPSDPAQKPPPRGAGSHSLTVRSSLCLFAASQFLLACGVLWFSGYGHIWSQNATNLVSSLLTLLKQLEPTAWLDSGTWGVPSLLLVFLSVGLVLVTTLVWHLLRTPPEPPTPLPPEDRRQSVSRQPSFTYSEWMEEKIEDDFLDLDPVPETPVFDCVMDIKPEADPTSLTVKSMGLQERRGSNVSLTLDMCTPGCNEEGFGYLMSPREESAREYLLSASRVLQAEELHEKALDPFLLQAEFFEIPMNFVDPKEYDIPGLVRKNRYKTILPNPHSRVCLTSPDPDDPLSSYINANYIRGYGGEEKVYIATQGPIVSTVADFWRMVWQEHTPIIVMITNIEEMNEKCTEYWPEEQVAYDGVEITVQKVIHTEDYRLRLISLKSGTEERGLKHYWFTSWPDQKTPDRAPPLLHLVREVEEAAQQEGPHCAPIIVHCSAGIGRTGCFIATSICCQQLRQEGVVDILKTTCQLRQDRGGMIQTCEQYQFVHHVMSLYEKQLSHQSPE
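Material: STEP (striatal-enriched tyrosine phosphatase) enzyme, cell-free | Medium: 50 mM Bis-Tris pH 6.0 with 2.5 mM DTT and 0.005% Tween 20 | Read-out: Percent inhibition scaled to no-enzyme and uninhibited-enzyme controls, plate-pattern corrected | Signal: Fluorescence read at 480 nm ex / 540 nm em | Times: 20 min reaction, room temperature, in the dark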
LMPTP inh: LMPTP (human) inhibition | 360,000 compounds, 0.22% hits | recombinant LMPTP-A, OMFP fluorogenic substrate, fluorescence intensity | P24666 | inhibition, % at 20 µM | AID 651560;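 active = compounds that cut the enzyme signal by at least half of the control window in the single-dose screen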;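 note: plate controls were DMSO wells with enzyme plus substrate for no effect and substrate without enzyme for full effect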
Target sequence (P24666 whole entry, looked up): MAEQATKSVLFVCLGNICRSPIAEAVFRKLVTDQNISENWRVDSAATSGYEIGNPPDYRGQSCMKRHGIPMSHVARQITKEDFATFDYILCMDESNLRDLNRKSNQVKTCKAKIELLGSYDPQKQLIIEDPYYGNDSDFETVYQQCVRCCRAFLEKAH
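Assay system: LMPTP-A enzyme. Input: 0.625 nM LMPTP-A final. Probe or stimulus: 400 µM OMFP. Compound dosing: single 20 µM dose. Schedule: 50 min dark incubation at room temperature. Detection: fluorescence intensity of OMFP turnover product. Read-out: percent inhibition versus substrate-only and uninhibited controls. Benchmarks: no-enzyme low control, uninhibited high control.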
Scp1 inh: inhibitors of human Scp-1 phosphatase; AID 493091; Q9GZU7; 340,000 compounds, 0.88% hits; inhibition, % at 20 µM; Recombinant Scp1, phosphopeptide, malachite green phosphate absorbance;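 active = inhibition above about 50% at 20 µM, limit read from the data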;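 note: plate controls were DMSO wells with enzyme for no effect and wells lacking enzyme for full effect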
Target sequence (Q9GZU7 76-261 limits assumed): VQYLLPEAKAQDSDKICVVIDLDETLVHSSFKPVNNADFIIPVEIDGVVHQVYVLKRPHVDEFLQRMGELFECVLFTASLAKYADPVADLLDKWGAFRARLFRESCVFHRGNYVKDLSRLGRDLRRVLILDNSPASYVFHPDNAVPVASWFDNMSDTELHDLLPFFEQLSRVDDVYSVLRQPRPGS
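Material: truncated SCP-1 phosphatase (76-261aa) / Buffer or medium: 50 mM Tris acetate pH 5.5, 0.005% Tween-20, 10 mM MgCl2 / Compound dosing: one concentration, 20 µM, with 1.0% DMSO / Incubation: 45 min room-temperature reaction, 5 min colour, 30 min stabiliser / Detection: colorimetric free-phosphate detection, absorbance 630 nm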
CSN inh: CSN deneddylation inhibition | Purified CSN, SCF-Nedd8-OG deneddylation, fluorescence polarization | Q92905 | inhibition, % at 12.5 µM | 360,000 compounds, 0.38% hits;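 active = pattern-corrected inhibition above about 35%, with an unprinted fluorescence ratio check between 0.5 and 1.5, limit read from the data, passing the limit was not always enough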;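 note: 0% = enzyme with substrate and 100% = substrate without enzyme; some results filed as inactive read as strong as hits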
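Assay system: purified human Csn5 enzyme expressed in HEK293T cells; Input: 0.24 nM Csn5 enzyme, final concentration; Reagent: 10 nM SCFSkp2-Nedd8OG; Compound dosing: 12.5 µM single point; Times: reaction 90 min, room temperature; Technique: fluorescence polarization readout.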
SUMO1-SIM PPI: alters human SUMO1 binding to SIM partners. P63165. SUMO1 binding to a labelled peptide, TR-FRET, 1 h. inhibition, % at 20 µM. 360,000 compounds, 0.33% hits. AID 602429; in the data active = inhibition above about 37%
Target sequence (P63165 whole entry, looked up): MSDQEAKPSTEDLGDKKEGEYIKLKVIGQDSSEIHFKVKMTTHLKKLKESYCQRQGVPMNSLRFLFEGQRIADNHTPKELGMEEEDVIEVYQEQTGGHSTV
Tb MetRS inh: blocks T. brucei methionyl-tRNA synthetase activity | purified T. brucei MetRS, ATP depletion, Kinase-Glo luminescence | 360,000 compounds, 0.4% hits | inhibition, % at 11.9 µM;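 active = inhibition above a per-plate cutoff of the control wells' mean inhibition plus 3 SD, cut at about 5.5% in these data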;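 note: 0% = DMSO wells median and 100% = median of wells with control inhibitor compound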
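Measured by: Kinase-Glo luciferase luminescence reporting remaining unconsumed ATP. Material: purified T. brucei MetRS enzyme. Doses: 11.9 µM compound single dose, 0.9% DMSO. Medium: HEPES buffer containing pyrophosphatase, BSA, spermine, DTT. Times: 15 min preincubation, 2 h reaction, all 25 °C. Reagent: methionine, ATP and bulk E. coli tRNA.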
* = called active by the depositor; i = inactive; / = not tested or not shown.

MsrA inhibitor	NadD inh	DNMT1 block	Rpn11 block	STEP inh	LMPTP inh	Scp1 inh	CSN inh	SUMO1-SIM PPI	Tb MetRS inh	mol
0.2	39.6*	-18.8	i	6.3	1.3	-2.0	2.6	-5.4	0.5	Nc1scc2c(C(=O)N/N=C/c3ccc(Cl)cc3)nn(-c3ccccc3)c(=O)c12
1.0	-6.1	1.5	i	0.5	-0.1	-2.4	1.3	1.6	-0.8	CN(CC(=O)Nc1ccccc1Br)C(=O)c1ccccc1-c1nc2ccccc2s1
-1.1	-0.1	2.5	i	-2.8	-0.1	-2.2	4.9	1.1	-0.1	CCOCCCN(C(=O)CNC(=O)c1ccco1)C(C(=O)NC1CCCC1)c1ccccc1C (configuration not stated)
2.1	-3.9	2.7	i	-3.0	0.4	2.7	1.9	3.2	-0.7	COc1ccc(N/C(=C/[N+](=O)[O-])SC)cc1
1.8	0.2	-1.6	i	0.2	-0.5	-0.8	-1.6	0.6	-0.2	CC(C)Cn1c2c(c(=O)[nH]c1=O)C(NS(=O)(=O)c1ccc(Cl)cc1)(C(F)(F)F)C(=O)N2 (configuration not stated)
0.5	-7.8	-3.6	i	-1.7	-1.2	-4.7	2.6	-2.0	-0.8	CCC1(C)NC(C(=O)O)Cc2c1[nH]c1ccccc21 (configuration not stated)
-0.6	4.7	-7.7	i	2.5	0.3	-3.7	-3.1	1.1	-0.1	CCOC(=O)c1cnn(-c2sc(C(=O)OCC)c(C)c2C(=O)OCC)c1N
8.2*	6.3	-6.5	i	-1.3	2.3	48.9	-0.9	-3.3	-0.9	Cc1nc2cc(-c3sccc3-n3cccc3)nn2c(C)c1C
2.1	-10.1	-0.6	i	-2.1	-1.8	-6.8	4.5	3.8	-0.4	CC(NC(=O)C1(c2cccs2)CCOCC1)c1ccccc1 (configuration not stated)
-0.5	-4.2	3.0	i	0.7	0.0	-8.6	1.9	1.8	-0.1	CCOC(=O)N1CCN(C(=O)CNC(=O)c2ccc(Cl)cc2Cl)CC1
-0.6	2.3	8.7	i	0.6	0.1	-15.4	-0.2	6.8	-0.3	O=C(COc1ccccc1)Nc1ccccc1NS(=O)(=O)c1cccs1
0.5	1.4	1.6	i	10.0	-2.5	-14.0	-2.2	1.8	0.7	CC(C)Sc1nc(SCC(=O)O)c2c3c(sc2n1)COC(C)(C)C3
-1.6	1.2	1.1	i	-1.5	-0.5	-3.0	0.6	1.2	-0.5	CC(C)C(C(=O)NCc1ccccc1)N(CC1CCCO1)C(=O)CNS(=O)(=O)c1ccccc1 (configuration not stated)
-0.8	1.5	0.6	i	2.4	-1.6	0.0	-0.5	10.5	-0.2	O=C(CSc1nnc(-c2ccco2)n1-c1ccccc1)Nc1c(Cl)cc(Cl)cc1C(=O)O
2.2	-6.5	-2.5	i	2.9	0.6	-11.1	-0.6	0.8	-0.4	COC(=O)c1sc(N)c(C(=O)OC)c1COC(=O)CNS(=O)(=O)c1ccc(C)cc1
0.2	0.6	-1.8	i	-0.7	-1.0	-6.2	-3.1	3.5	-0.3	CCOC(=O)N1CCC(Nc2ncnc3c2cnn3-c2ccccc2)CC1
0.3	-2.3	-1.7	i	0.8	-0.2	/	2.3	-0.7	-0.1	CC(=O)Nc1ccc(-c2ccnc3c2CC(C(=O)NCc2cccc(Cl)c2)O3)cc1 (configuration not stated)
1.4	11.7	-5.5	i	-0.9	7.8	-4.3	-1.0	4.5	0.5	COc1cc(OC)cc(C(=O)N[C@H](C(=O)OCC(=O)c2ccc3c(c2)NC(=O)CO3)C(C)C)c1
0.8	-5.3	-17.3	i	3.3	0.9	-4.8	-1.9	-13.7	-0.8	Cc1ccc(/C=C/c2onc(C)c2S(=O)(=O)N2CCC(C(=O)NC(C)(C)C)CC2)cc1
1.1	5.8	-5.5	i	3.8	2.5	1.7	0.0	12.3	-0.4	COc1ccc(N2CCN(C(=O)c3cc(-c4cc(OC)ccc4OC)nc4ccccc34)CC2)cc1
-0.7	-2.6	2.6	i	-0.2	-1.2	-4.9	-4.2	5.0	-0.3	O=C(COC(=O)COc1ccccc1)NCc1ccco1
2.8	1.8	-12.2	i	-2.0	0.7	-5.4	13.9	-11.0	-0.2	CC1=C(C(=O)c2ccccc2)C(c2cccc([N+](=O)[O-])c2)NC(=S)N1 (configuration not stated)
1.6	5.9	-23.6	i	-3.3	2.8	41.6	-4.7	4.5	-0.5	C[C@H](CO)N1C[C@H](C)[C@@H](CN(C)C(=O)Nc2ccc(C(F)(F)F)cc2)Oc2ccc(NC(=O)Nc3ccc4c(c3)OCO4)cc2C1=O
-0.3	1.4	1.1	i	2.9	0.4	0.3	-1.2	0.3	-0.6	CC(C)(C)c1ccc(N2C(=O)CSC2c2cccnc2)cc1 (configuration not stated)

Quoted from the listing:
`COc1ccc(N2CCN(C(=O)c3cc(-c4cc(OC)ccc4OC)nc4ccccc34)CC2)cc1` – STEP inh: 3.8
`CC(C)Cn1c2c(c(=O)[nH]c1=O)C(NS(=O)(=O)c1ccc(Cl)cc1)(C(F)(F)F)C(=O)N2` (configuration not stated) – DNMT1 block: -1.6
`CN(CC(=O)Nc1ccccc1Br)C(=O)c1ccccc1-c1nc2ccccc2s1` – MsrA inhibitor: 1.0
`CC(=O)Nc1ccc(-c2ccnc3c2CC(C(=O)NCc2cccc(Cl)c2)O3)cc1` (configuration not stated) – SUMO1-SIM PPI: -0.7

New compounds follow
MsrA inhibitor	NadD inh	DNMT1 block	Rpn11 block	STEP inh	LMPTP inh	Scp1 inh	CSN inh	SUMO1-SIM PPI	Tb MetRS inh	mol
0.7	5.2	0.0	i	-2.5	-7.9	-1.3	2.7	-50.9	-0.8	COc1ccc(CCN(C)C(=O)c2cc(-c3ccc(C)cc3)nc3ccccc23)cc1OC
0.6	-1.2	1.3	i	1.5	0.0	0.3	0.2	0.8	-0.3	O=C1Nc2ccccc2C(O)(C(=O)NC2CC2)N1c1ccc(Cl)c(Cl)c1 (configuration not stated)
-0.4	0.4	2.2	i	1.3	-0.3	7.1	-1.6	1.1	-0.3	CCCCc1nnc(NC(=O)CCN2C(=O)C3CC=CCC3C2=O)s1 (configuration not stated)
-1.0	-2.9	1.2	i	1.1	-1.0	4.0	2.9	2.0	-0.4	COc1cccc(NC(=O)CSc2ccc3nnc(-c4cccnc4)n3n2)c1
0.2	-1.7	1.2	i	-1.9	-0.7	0.3	-0.5	-0.1	0.4	COc1ccc(-c2nc3n(c2C)CCC3)cc1
-1.2	19.0	0.8	i	-1.6	1.5	0.0	2.7	-1.0	-0.3	N#CC(C(=O)NC1CCCCC1)c1nc2ccccc2nc1N1CCN(c2ccccc2F)CC1 (configuration not stated)
-1.1	5.7	-0.1	i	2.3	-1.4	0.2	0.9	-0.1	0.3	O=C(NNC(=O)C1CC1c1ccccc1)Nc1cccc(Cl)c1 (configuration not stated)
2.4	-3.6	-1.0	i	1.3	1.9	-9.1	6.2	8.7	0.1	NC(=O)c1ccsc1NC(=O)c1cccs1
1.2	1.9	2.2	i	0.3	1.0	2.7	-7.0	-29.4	-0.4	O=C1CCCC2=C1Sc1ccccc1N2
1.8	-6.4	10.3	i	-0.7	-0.1	8.5	-1.9	-11.1	-0.3	CC1CCCCC1NC(=O)COC(=O)/C=C/c1ccco1 (configuration not stated)
1.1	4.9	2.9	i	-2.2	-1.1	-5.0	-0.1	-0.7	-0.2	CCOC(=O)c1ccc(CNC(=O)CCC(=O)O)cc1
-1.1	0.4	-0.3	i	0.1	0.1	-1.7	-4.2	-2.4	-0.9	CCOP(=O)(OCC)C(Nc1ccccc1)c1ccc2c(c1)OCO2 (configuration not stated)
-1.0	-6.9	-3.8	i	0.7	1.2	-3.9	-7.9	-0.3	-1.1	Cc1ccc(-n2ncc3c(SCc4ccccn4)ncnc32)c(C)c1
0.2	5.4	-0.1	i	-0.3	0.7	7.0	0.7	11.8	-1.1	O=C(CN(Cc1ccccc1Cl)S(=O)(=O)c1ccc(Cl)cc1)N/N=C/c1ccc(C(=O)O)cc1
0.4	0.2	-0.5	i	-0.9	-1.4	3.9	-5.3	4.1	-0.3	CC(C)(C)C(=O)Nc1ccc(C(=O)COC(=O)C2=COCCO2)cc1
-0.4	28.1	-44.3	i	0.1	-1.4	6.1	7.2	77.9*	-0.1	C=CCCC(=O)Nc1nc(C)c(-c2csc(Nc3cccc(OC)c3)n2)s1
0.2	-2.4	-10.6	i	-3.8	3.7	-2.8	-0.2	-1.5	-0.2	CC(=NNc1ccc2ccccc2n1)c1ccccc1O
-1.1	-1.4	4.1	i	3.9	-2.2	-3.5	-3.3	-0.5	-0.2	COC(=O)C1CCN(C(=O)C2CCC(=O)N(CCCc3ccccc3)C2)CC1 (configuration not stated)
0.4	-1.5	-8.0	i	2.8	1.8	4.7	-3.8	2.4	-0.1	Cc1cc(Cl)c(S(=O)(=O)Nc2ccc3c(c2)OCO3)cc1OCC(=O)NC1CCCCC1
0.4	-8.6	0.3	i	0.8	0.2	-3.1	-1.9	1.3	-0.6	CCCCC(=O)NC(=S)Nc1cc(C(=O)O)ccc1OC
1.7	-6.6	9.6	i	3.2	-0.6	10.7	3.0	-2.9	-0.5	CCC(CC)c1nnc(NC(=O)/C=C/c2ccco2)s1
1.8	-3.9	1.7	i	-2.3	-1.5	-6.4	1.0	-3.3	-0.8	CC1(C)CC(=O)C=C(NNC(=O)OC(C)(C)C)C1
/	-4.9	5.5	i	-0.7	-1.9	/	-1.1	-4.4	-0.2	CCc1nc2c(OCc3c(C)noc3C)cccn2c1N(C)C(=O)C(C)C
-0.3	-6.8	-2.6	i	0.6	1.9	-7.5	19.2	-13.0	-0.8	COC(=O)COc1ccc2c(c1C)O/C(=C\c1ccco1)C2=O
-0.4	20.3	-17.9	i	-1.6	5.5	/	6.8	-20.8	-0.7	COc1cccc(-c2cc3nc(-c4ccccc4)cc(N4CCN(C(=O)c5ccoc5)CC4)n3n2)c1
0.0	6.6	-1.6	i	6.6	-0.9	-6.4	2.1	-7.9	-0.9	c1cn(-c2ccc(-c3ccnc4ncnn34)cc2)cn1

Record cards, as listed above. Order of values: MsrA inhibitor, NadD inh, DNMT1 block, Rpn11 block, STEP inh, LMPTP inh, Scp1 inh, CSN inh, SUMO1-SIM PPI, Tb MetRS inh
Record of c1cn(-c2ccc(-c3ccnc4ncnn34)cc2)cn1 : 0.0, 6.6, -1.6, i, 6.6, -0.9, -6.4, 2.1, -7.9, -0.9
Record of CC1(C)CC(=O)C=C(NNC(=O)OC(C)(C)C)C1 : 1.8, -3.9, 1.7, i, -2.3, -1.5, -6.4, 1.0, -3.3, -0.8
